Screening results from PubChem BioAssay.
human PMI inhibitors: human PMI inhibitors, high substrate, primary screen, biochemical, fluorescence intensity, high mannose 6-phosphate (AID 1220); inhibition, % at 20 µM; hits with a dose series show IC50 in µM; 190,000 tested, 0.66% active; recombinant PMI enzyme, coupled fluorescence intensity; higher % means a stronger effect
TNAP activation fold: stimulation of alkaline phosphatase TNAP activity – biochemical, luminescent, no phosphate acceptor, uHTS, primary screen (AID 1001). purified TNAP, luminescent activation assay, no phosphate acceptor; higher activation fold means a stronger effect. one-dose activation fold at 20 µM; EC50 in µM for titrated hits. 200,000 tested, 0.03% active; in the data active = activation fold from about 3, or a potency from the dose series; inactive = the rest, 99 in 100 with activation fold below about 1.6; note: many of its hits are not listed in these tables
P. falciparum M17LAP: P. falciparum M17LAP inhibitors, primary screen, biochemical, fluorogenic H-Leu-NHMec substrate, 1536-well (AID 1619). one-dose inhibition, % at 30 µM; IC50 in µM for titrated hits. 220,000 tested, 0.38% active. recombinant M17LAP, H-Leu-NHMec fluorogenic kinetic assay; higher % means a stronger effect;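 active = compound inhibiting the enzyme by more than half at any dose during confirmatory dose-response retesting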;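 note: plate controls were full reaction with DMSO carrier for no effect and no enzyme background for full effect; strong numbers were not always called active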
Lipid droplet: hepatic lipid droplet formation modulation; AML12 mouse hepatocytes, oleate lipid droplets, BODIPY imaging; inhibition, % at 6.5 µM; 240,000 tested, 0.4% active; AID 1656;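 active = lipid droplet intensity inhibited by at least 50%, with more than 500 cells counted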
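Assay system: AML12 hepatocytes (mouse); Probe or stimulus: oleic acid at 100 µM to induce lipid droplet formation; Dosing: compound at 6.5 µM only; Schedule: compound with oleate, overnight; Detection: fluorescence imaging, 20x objective, two fields per well; Measure: % inhibition of lipid droplet signal.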
PMI inhibitors: inhibitors of human PMI, primary screen, biochemical, fluorescence intensity, coupled assay (AID 1209); purified PMI enzyme, coupled fluorescence intensity; higher % means a stronger effect; 190,000 tested, 0.42% active; inhibition, % at 20 µM; hits with a dose series show IC50 in µM;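 note: plate controls were DMSO vehicle for no effect and wells lacking substrate for full effect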
XIAP displacement: small molecules displacing peptide from XIAP – biochemical, IAP family, fluorescence polarization (AID 1018). XIAP BIR domain, fluorescence polarization peptide displacement; higher % means a stronger effect. displacement, % at 20 µM; hits with a dose series show IC50 in µM. 200,000 tested, 0.007% active; in the data active = displacement above about 50%; note: a part of the inactive calls stands beside numbers as strong as those of hits
M1AAP inhibition: malaria alanyl aminopeptidase activity blockers – biochemical, fluorogenic H-Leu-NHMec substrate, 1536-well (AID 1445); 220,000 tested, 0.42% active; recombinant M1AAP, H-Leu-NHMec fluorogenic kinetic assay; higher % means a stronger effect; one-dose inhibition, % at 30 µM; IC50 in µM for titrated hits;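 active = primary inhibition above the hit cutoff, then over 50% inhibition at one or more dose response concentrations, cut at about 23% in these data, passing the limit was not always enough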;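 note: plate controls were DMSO full reaction for no effect and no enzyme background for full effect; strong numbers were not always called active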
K1F lysis inhibition: inhibition of K1F phage lysis, E. coli UTI89, bacterial capsule biogenesis inhibitors, alamar blue (AID 488966) | E. coli UTI89 K1F phage lysis, alamar blue, 2 h; higher % means a stronger effect | one-dose inhibition, % at 100 µM; IC50 in µM for titrated hits | 340,000 tested, 0.02% active;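 active = phage lysis inhibition, versus mean bacterial control, above a set limit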;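 note: capsule biogenesis inhibitors block K1F phage lysis so surviving cells raise fluorescence; higher fluorescence means more inhibition of phage lysis; actives were called in the ten point dose series up to 300 µM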
SIAH1 antagonists: Siah-1 peptide-binding antagonists, primary screen, biochemical, fluorescence polarization, rhodamine-plectin, uHTS (AID 1817); Siah-1 / rhodamine-plectin peptide fluorescence polarization; higher % means a stronger effect; displacement, % at 20 µM; hits with a dose series show IC50 in µM; 290,000 tested, 0.02% active;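 active = displacement of at least 50% at 20 µM, with a fluorescence ratio check between 0.3 and a set limit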;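 note: plate controls were Siah plus tracer with DMSO for no effect and tracer alone without Siah for full effect; strong numbers were not always called active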
Lipid droplet cells 6.5 µM: further read-out of Lipid droplet, marked with its call; cell count; measured here: cell count, cytotoxicity flag;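 cells counted across two imaged fields per well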
Starred values were filed as active, the others as inactive; nt = no result given; & = joins results of further samples; [ ] = another dose, or the depositor's remark. Cut-off read from the data, not from the text of the source, unless noted: active = inhibition above about 50%; inactive = the rest.

structure	human PMI inhibitors	TNAP activation fold	P. falciparum M17LAP	Lipid droplet	Lipid droplet cells 6.5 µM	PMI inhibitors	XIAP displacement	M1AAP inhibition	K1F lysis inhibition	SIAH1 antagonists
COc1ccc(NC(=O)CC2C(=O)N(c3ccc(OC)cc3)C(=O)N2CCc2cccs2)cc1 (stereo not given)	11%	1	10%	6	603	18%	-7.4%	3%	0.0%	21%
N#Cc1c(Sc2ncc(C(F)(F)F)cc2Cl)nsc1C/C=N\OCc1c(F)cccc1Cl	-74%	1.1	5%	-32	787	-40%	-7.7%	1%	-0.2%	-4%
Cc1cc(N2C(=O)C3C4CCC(C4)C3C2=O)no1 (stereo not given)	-5%	1.1	-5%	6	722	3%	-5.6%	-2%	-4.8%	5%
CS(=O)(=O)N1CCC(C(=O)Nc2ccc(OCc3ccccc3)cc2)CC1	15%	1.1	-6%	6	693	13%	-2.0%	-3%	1.1%[50 µM]	3%
Cc1ccsc1/C=N/NC(=O)CNC(=O)c1ccc(S(=O)(=O)N2CCOCC2)cc1	5%	1.1	-1%	22	647	0%	1.7%	-1%	-0.1%	-5%
CO/N=C/C(C#N)=C/c1cc(C(=O)c2ccccc2)cn1C	-1%	1.1	-2%	4	727	2%	-8.9%	0%	0.1%	-2%
CCOC(=O)CC1CCCCN1Cc1cn[nH]c1-c1ccc(F)cc1F (stereo not given)	7%	0.6	-7%	-7	717	11%	-2.7%	-3%	0.1%	3%
Cc1ccc(/C=N/NC(=O)CSc2nc3ccccc3o2)cc1	6%	1.1	15%	-2	635	1%	-4.7%	11%	0.7%	3%
C#CCNC(=O)C1=C[C@H](c2ccc3c(c2)OCO3)C[C@H](OCc2ccc(CO)cc2)O1	33%	1	2%	-13	713	10%	-4.1%	0%	0.3%	3%
Fc1ccc(N=c2ssnc2Cl)c(F)c1	25µM*	1.3	-1%	-25	685	81%*	-5.8%	0%	0.4%	9%
Cc1nnc(SCC(=O)c2cc(C)n(-c3ccc4c(c3)OCO4)c2C)s1	31%	1.1	4%	nt	nt	17%	0.6%	10%	-0.1%	-1%
Cc1c(C(=O)NCCCN2CCOCC2)sc2nc(-c3ccccc3)cn12	-12%	1.1	7%	-1	606	-8%	0.6%	13%	nt	21%
O=C(COCc1nc2ccccc2c(=O)[nH]1)NC1CCCC1	3%	1.1	-11%	nt	nt	0%	-4.4%	6%	2.1%	3%
COc1ccccc1C(=O)NC(=S)N1CCCc2ccccc21	24%	1.1	-4%	nt	nt	13%	-4.4%	9%	6.0%	3%
COC(CNC(=O)CNC(=S)N(CCCN1CCOCC1)Cc1cccs1)OC	-6%	1.2	-1%	3	692	-8%	-5.2%	8%	0.4%	0%
O=S(=O)(N/N=C/c1ccc(N2CCOCC2)cc1)c1ccccc1	-5%	1.1	8%	-6	699	-12%	-3.0%	5%	0.5%	-6%
Cc1ccc(C2(c3noc(CN(C)Cc4cccnc4)n3)CCCC2)cc1	2%	1.1	-3%	4	781	3%	1.8%	2%	-0.1%	-4%
CC(=O)Cc1nsc(NC(=O)C2Cc3ccccc3C(=O)O2)n1 (stereo not given)	-11%	1.2	18%	nt	nt	-5%	-4.8%	5%	3.1%	-3%
Cc1ccc(-n2nc3c(=O)n(CC(=O)c4ccc(F)cc4)nc(C)c3c2C)cc1	10%	1.1	-8%	15	759	10%	-9.2%	0%	0.4%	10%
COc1ccc(-n2c(=O)c3ccccc3n(Cc3ccc(F)cc3)c2=O)cc1OC	-10%	1	15%	2	692	-5%	-4.9%	3%	-0.1%	-2%
Cc1ccc(-n2c(Cc3cccn3C)nnc2SCC(=O)NC2CCCCC2)cc1	-2%	1.1	5%	nt	nt	-3%	-20%	4%	-0.4%	2%
O=c1cc(CO)occ1OCc1ccccc1	-11%	1.1	2%	1	739	-8%	-5.8%	8%	-0.2%	2%
O=C1CC(c2ccc(F)cc2)SC(N(c2ccccc2)c2ccccc2)=N1 (stereo not given)	-1%	0.9	-12%	0	662	-3%	-19%	-1%	-0.8%	-2%
Oc1c(C=C2N=c3ccccc3=N2)sc(=S)n1-c1ccc(F)cc1	12%&2%	1&1	4%&-5%	9	704	12%&-4%	-18%&-3.3%	8%&6%	5.5%&0.3%	5%&-1%
Clc1ccc(-c2cn3c(n2)SCC3)cc1	-11%	1.1	1%	-18	718	-10%	2.6%	2%	-0.8%	0%
Cn1c(=O)c(-c2ccccc2)nc2ccccc21	5%	1.1	-84%	0	734	1%	-2.7%	14%	0.0%	7%
Cc1ccccc1-c1nc(SCc2cccnc2)c2c(=O)n(C)c(=O)n(C)c2n1	7%	1	5%	-12	657	6%	0.3%	2%	-0.1%	5%
Cc1ccc(-n2c(SCC(=O)Nc3cc(C)on3)nc3ccccc3c2=O)cc1	2%	1.1	0%	-3	770	5%	-4.5%	3%	2.7%	-3%
COc1ccc(Cn2nnc3c(=O)[nH]c(C(=O)NCCc4ccc(F)cc4)nc32)cc1OC	17%	1.1	34%	-1	688	17%	-12%	25%*	11%	-3%
COc1cc(NC(=O)c2ccc(Br)o2)ccc1NC(=O)C(C)C	0%	1.1	9%	-6	756	10%	-8.2%	11%	-0.6%	-1%
CCOC(=O)/C(C#N)=C/c1cn(CCOc2ccccc2)c2ccccc12	7%	1.1	3%	-4	663	17%	-5.4%	9%	2.9%	1%
Cc1ccccc1NC(=O)NC1(C(=O)NCCCN2CCOCC2)CCCCC1	-15%	1.1	14%	-6	707	-7%	-7.7%	20%	0.0%	-4%
COc1ccc(CCN2C(=O)c3cccc4cccc(c34)C2=O)cc1OC	-1%	1.1	4%	nt	nt	0%	-5.7%	-1%	0.1%	2%
O=C(CSc1nnc(CNC(=O)c2cccs2)o1)NC1CCCCC1	6%	1.1	-1%	13	756	11%	1.5%	16%	3.8%	1%
Cc1ccc(Cl)cc1NC(=O)CSC(N)=O	-3%	1.1	7%	-7	738	12%	-0.5%	2%	-1.2%	-4%
O=C(Nc1ccc(OC(=O)c2ccncc2)cc1)c1ccncc1	-8%	1.1	5%	nt	nt	0%	-3.8%	5%	0.4%	3%
CCc1nnc(NC(=O)CSc2nnnn2C)s1	-12%	1.1	19%	0	762	-5%	-0.3%	7%	-0.3%	0%
CCn1c(C(C)NC(C)=O)nc2ccccc21 (stereo not given)	13%	1.1	8%	nt	nt	8%	-4.4%	6%	-2.5%	0%
COc1ccc(Cn2nnnc2CN2CCCCCC2)cc1	1%	1.1	-8%	0	656	0%	0.7%	2%	0.1%	6%
O=C(O)CC1SC(=Nc2ccc(O)cc2)NC1=O (stereo not given)	-14%	0.5	-3%	-5	684	-12%	-0.3%	11%	-0.8%	3%
Cc1cc(C)cc(NC(=S)N(Cc2cccc(Br)c2)CC2CCC(C(=O)O)CC2)c1 (stereo not given)	6%	1.1	24%	11	704	10%	-6.9%	9%	0.1%	3%
O=C(NCc1ccco1)C(c1ccc(F)cc1)N(Cc1cccnc1)C(=O)Cn1nnc2ccccc21 (stereo not given)	4%	1.1	1%	nt	nt	-2%	-2.3%	1%	0.6%	8%
CCCCNC(=O)C1CCCN1C(=O)Nc1ccccc1 (stereo not given)	-1%	1.1	11%	-38	697	-2%	1.5%	1%	-0.1%	6%
CCOC(=O)c1ccc(CNC(=O)C(Cc2c[nH]c3ccccc23)NC(C)=O)o1 (stereo not given)	4%	1.1	-7%	-9	746	4%	-8.3%	12%	1.6%	5%
NNC(=O)c1nnn(-c2nonc2N)c1CN1CCc2ccccc2C1	14%	1.1	0%	-30	713	1%	-7.2%	0%	-1.2%	3%
Cc1cccc(NC(=S)N2CCCN(c3ncccc3[N+](=O)[O-])CC2)c1	nt	nt	12%	21	763	nt	nt	10%	1.3%	1%
CCOCCc1nnc(NC(=O)Cc2ccccc2)s1	12%	1.1	0%	11	707	13%	-3.3%	8%	0.5%	2%
CCn1c(CCc2nc3ccccc3[nH]2)n[nH]c1=S	1%	1.3	-5%	-4	723	-1%	5.1%	5%	0.9%	2%
CCOCC(=O)Nc1cc(-c2cn3cccnc3n2)ccc1C	3%	1	-467%	nt	nt	3%	-20%	7%	8.2%	-2%
Cc1cc(C(=O)CSc2n[nH]c(N)n2)c(C)n1-c1ccc(F)cc1	0%	1.5	8%	0	798	4%	-25%	10%	-0.7%	4%
COCCSc1ccccc1C(=O)Nc1ccncc1	-4%	1	2%	4	774	2%	-2.6%	-5%	0.2%	0%
Cc1cc2c(c(=O)n1CCc1ccccc1)C(C(C)C)C(C#N)=C(N)O2 (stereo not given)	7%	1	-5%	-14	579	8%	-1.3%	2%	0.2%	-2%
Cc1cccc(-c2nnc3n2N=C(c2ccccc2)CS3)c1	-1%	1.1	4%	nt	nt	-2%	-1.8%	12%	0.6%	1%
COc1ccc(S(=O)(=O)N2CCc3ccccc32)cc1C(=O)NCCc1ccccn1	-6%	1.1	-15%	-13	733	-7%	-4.3%	4%	-0.1%	-1%
CC(=O)Nc1ccc(NC2=C(Cl)C(=O)c3ccccc3C2=O)cc1	58%*	0.9	3%	-13	671	1%	-3.4%	7%	nt	-5%
CCOC(=O)c1cnn(-c2ccccc2)c1-n1cccc1C(=O)C(=O)Nc1ccc(F)cc1	9%	0.9	-4%	nt	nt	7%	-5.5%	14%	1.6%	3%
COc1cc2c(cc1NS(=O)(=O)N1CCCCC1)oc1ccccc12	17%	1	-6%	-20	811	29%	-15%	7%	-4.1%	1%
Cc1cc(C(=O)CSc2nnc(-c3cccnc3)n2-c2ccccc2F)c(C)n1CC1CCCO1 (stereo not given)	9%	1.1	12%	-17	776	11%	-3.5%	3%	-0.2%	-4%
CCOC(=O)/C=C/c1nc(C(=O)OCC)c(C)c(=O)[nH]1	nt	nt	3%	7	424	nt	nt	1%	0.1%	-1%
COC(=O)C1=C(C(=O)OC)C(c2ccc(OC)c(OC)c2)c2sc(=O)[nH]c2S1 (stereo not given)	25%	1	15%	29	723	26%	-5.7%	14%	0.8%	0%

A few values from the list:
`COc1cc2c(cc1NS(=O)(=O)N1CCCCC1)oc1ccccc12` in M1AAP inhibition → 7%
`CC(=O)Nc1ccc(NC2=C(Cl)C(=O)c3ccccc3C2=O)cc1` in TNAP activation fold → 0.9
